# procasp3 activ = activators of human procaspase-3; AID 463141; actives 0.11% (n = 330,000); recombinant procaspase-3 D3A, Ac-DEVD-pNA absorbance 405 nm; activation, % at 8.5 µM; P42574;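 active = activation above the mean of all tested compounds plus 3 SD, cut at about 21% in these data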;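 note: 0% = DMSO alone and 100% = DMSO wells spiked with extra 5 µM PC-3 D3A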
# Target sequence (P42574 whole entry D9A/D28A/D175A): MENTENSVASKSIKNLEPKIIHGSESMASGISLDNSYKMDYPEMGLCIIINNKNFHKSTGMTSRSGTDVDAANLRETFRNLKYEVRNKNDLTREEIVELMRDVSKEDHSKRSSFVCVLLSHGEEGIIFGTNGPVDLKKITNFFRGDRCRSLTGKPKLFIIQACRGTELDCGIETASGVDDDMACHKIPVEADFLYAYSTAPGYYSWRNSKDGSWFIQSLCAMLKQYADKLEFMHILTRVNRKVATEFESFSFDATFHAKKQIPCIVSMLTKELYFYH
#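 material = Procaspase-3 D3A mutant | probe or stimulus = Ac-DEVD-pNA | compound = single dose, 8.5 µM nominal compound, 0.8% DMSO | timing = 1 h preincubation, 2 h reaction | measured by = 405 nm absorbance of p-nitroaniline, reads at 0 and 120 min | benchmarks = DMSO-only low control, 5 µM PC-3 D3A high control | repeats = singlicate, each compound tested once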
# LAP4-GFP MLPCN = modulators of TOR pathway LAP4-GFP in S. cerevisiae; S. cerevisiae LAP4-GFP multiplex, flow cytometry GFP, 3 h; median GFP as percent of DMSO wells; actives 0.34% (n = 320,000); GFP response vs DMSO, % at 10 µM;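 active = GFP response vs DMSO above a set limit, about the screen mean plus 3 SD, cut at about 150% in these data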
# AHR act = activates the human aryl hydrocarbon receptor; P35869; AHR-responsive luciferase reporter cells, luminescence; activation, % at 5 µM; actives 2.5% (n = 320,000); in the data active = activation above about 47%;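 note: 0% = vehicle wells and 100% = reference agonist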
# RPL19A-GFP yeast = yeast TOR pathway RPL19A-GFP modulation; S. cerevisiae RPL19A-GFP strain, flow cytometry, 3 h; hits give low values; percent response vs DMSO, % at 10 µM; actives 0.3% (n = 330,000); AID 2025;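 active = percent response vs DMSO below 50%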;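 note: median channel GFP fluorescence of the barcoded RPL19A-GFP strain; ratio of sample median GFP to plate DMSO average so 100% = DMSO; lower means less RPL19A-GFP as with rapamycin TOR inhibition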
# Yeast superoxide = lowers age-related superoxide in aged yeast cells. actives 0.18% (n = 330,000). AID 2690. S. cerevisiae aged cells, superoxide DHE fluorescence; hits give low values. superoxide response (% of plate mean), % at 10 µM;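 active = superoxide response under a set limit, about three screen SD below normal, cut at about 65% in these data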;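 note: yeast aged for seven days with compound at 30 °C before DHE staining; 100% = average MFI of all compound-treated wells on the plate with controls excluded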
# procasp7 counter = activates human procaspase-7, counter-screen for procaspase-3 activators | recombinant procaspase-7, Ac-DEVD-pNA absorbance 405 nm; D23A/D198A/D206A triple mutant, cannot self-cleave; scale: DMSO 0, 5 µM enzyme 100 | actives 0.093% (n = 330,000) | activation, % at 8.5 µM | P55210;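 active = percent activation above the screen-wide mean plus 3 SD, cut at about 25% in these data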
#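 Replicates: singlicate. Assay system: Procaspase-7 triple mutant (PC-7 D3A). Signal: 405 nm absorbance of p-nitroaniline. Times: 1 h preincubation, 2 h reaction. Buffer or medium: Zinc-free HEPES pH 7.4 with 300 mM NaCl, 0.01% Triton X-100. Also added: DEVD-pNA substrate. Benchmarks: DMSO wells as 0%, DMSO with 5 µM added PC-7 as 100%.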
# MEP2-GFP yeast = yeast TOR pathway MEP2-GFP modulation | actives 0.51% (n = 330,000) | AID 2016 | GFP response vs DMSO, % at 10 µM | S. cerevisiae MEP2-GFP strain, flow cytometry GFP, 3 h; 100% = DMSO control level;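 active = GFP response versus DMSO above a set limit, roughly screen mean plus 3 SD, cut at about 180% in these data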;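 note: median GFP fluorescence of the barcode-gated MEP2-GFP cells per well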
# GASC-1 inh = human JMJD2C demethylase inhibition; Q9H3R0; inhibition, % at 2.35 µM; actives 0.069% (n = 330,000); GST-JMJD2C(1-420) H3K9me3 demethylation, DELFIA europium;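 active = more than half of a compound's replicate wells show inhibition beyond 50%, single wells judged on their own value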;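 note: signal counts dimethyl H3K9 product captured on neutravidin plate; 0% = median of DMSO wells and 100% = 0.3 times that DMSO median; strong numbers were not always called active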
# Target sequence (Q9H3R0 1-420 limits assumed): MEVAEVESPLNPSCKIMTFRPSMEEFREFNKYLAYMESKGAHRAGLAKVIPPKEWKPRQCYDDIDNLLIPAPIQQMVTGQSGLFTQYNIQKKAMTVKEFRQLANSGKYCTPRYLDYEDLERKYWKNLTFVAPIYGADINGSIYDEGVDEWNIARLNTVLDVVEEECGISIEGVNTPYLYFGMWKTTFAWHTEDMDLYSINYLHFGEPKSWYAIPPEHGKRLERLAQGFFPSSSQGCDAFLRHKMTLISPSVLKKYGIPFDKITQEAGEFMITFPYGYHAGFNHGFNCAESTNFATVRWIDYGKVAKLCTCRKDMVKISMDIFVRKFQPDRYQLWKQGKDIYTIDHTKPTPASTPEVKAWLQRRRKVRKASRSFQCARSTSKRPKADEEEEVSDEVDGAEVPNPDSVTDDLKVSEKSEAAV
# An asterisk follows results filed as active; · = not tested or not shown.
(1) Cc1cccc(OCC(=O)OC(C)C(=O)Nc2ccc(Cl)cn2)c1 (centres undefined)
(2) O=C(COc1ncnc2sccc12)Nc1cccc(S(=O)(=O)N2CCOCC2)c1
(3) Cc1ccc(CSc2nc3c(c(=O)[nH]2)CCC3)cc1
(4) COc1ccc(CNC(=O)C(=O)NCC2OCCN2S(=O)(=O)c2cccs2)cc1 (centres undefined)
(5) COc1ccccc1N1CCN(C(=O)c2ccc3c(=O)n(Cc4ccco4)c(=S)[nH]c3c2)CC1
(6) CCc1ccc(C(=O)NNC(=O)Cn2c(=O)cnc3ccccc32)cc1
(7) Cc1cc(O)c(C(=O)/C=C/c2c(F)c(F)c(F)c(F)c2F)c(=O)o1
(8) CC(C)CC(=O)Nc1c2c(nn1-c1ccc(F)cc1)CSC2

assay / entry | 1 | 2 | 3 | 4 | 5 | 6 | 7 | 8
procasp3 activ | 4 | 5 | -2 | -4 | 0 | 2 | -9 | 0
LAP4-GFP MLPCN | 111 | 105 | 90 | 104 | 96 | 90 | 152* | 102
AHR act | 2 | -1 | 5 | 0 | 1 | 0 | 99* | 0
RPL19A-GFP yeast | 102 | 101 | 95 | 95 | 100 | 92 | 102 | 101
Yeast superoxide | 106 | 107 | 113 | 100 | 109 | 93 | 118 | 112
procasp7 counter | -3 | 3 | 8 | 6 | -5 | -1 | -13 | -10
MEP2-GFP yeast | 108 | 104 | 92 | 99 | 98 | 95 | 113 | 110
GASC-1 inh | 1 | 8 | -10 | 4 | 2 | 5 | 4 | 5

(9) CN(Cc1ccccc1)C(=O)c1[nH]cnc1C(=O)Nc1ccc(Cl)cc1
(10) O=C(c1ccc(Cl)c(S(=O)(=O)N2CCOCC2)c1)N1CCN(Cc2ccccc2)CC1
(11) CCOC(=O)C1CCN(C(=O)CN2C(=O)C(C(C)C)Oc3ccccc32)CC1 (centres undefined)
(12) Cc1ccc(C)c(S(=O)(=O)NCc2ccc(C(=O)N3CCN(c4ccccc4)CC3)cc2)c1
(13) O=S(=O)(Nc1cccc(-c2nnco2)c1)c1ccc(Cl)cc1
(14) CCCCOC(=O)CSc1nnc(N)s1
(15) c1ccc(C(c2ccccc2)N2CCN(Cc3nc(-c4cnccn4)no3)CC2)cc1
(16) Nc1c(/C=C2/C=CC(=O)C(O)=C2)c(=O)nc2sc(CC(=O)N3CCCCC3)nn12

assay / entry | 9 | 10 | 11 | 12 | 13 | 14 | 15 | 16
procasp3 activ | 7 | 3 | 2 | -6 | 3 | 3 | -3 | -6
LAP4-GFP MLPCN | 109 | 92 | 90 | 94 | 115 | 92 | 97 | 95
AHR act | 66* | 1 | -1 | -2 | -2 | 1 | 2 | 4
RPL19A-GFP yeast | 99 | 96 | 108 | 89 | 100 | 90 | 95 | 100
Yeast superoxide | 119 | 88 | 112 | 100 | 101 | 95 | 92 | 111
procasp7 counter | 9 | 5 | 0 | -3 | 5 | 0 | -1 | 10
MEP2-GFP yeast | 101 | 98 | 96 | 101 | 104 | 93 | 92 | 108
GASC-1 inh | 2 | 1 | -7 | -21 | 7 | 3 | 1 | -3

(17) O=c1cnnc(Nc2cccc(C(F)(F)F)c2)[nH]1
(18) Nc1ncnc2c1C(c1ccccc1)c1c(ccc3ccccc13)O2 (centres undefined)
(19) CCOC(=O)c1nn(-c2ccc(OC)cc2)c(=O)c2c(N)scc12
(20) O=C(Cc1cccs1)Nc1cccc(-c2nc3cc4ccccc4cc3[nH]2)c1
(21) O=C1c2cccc3cccc(c23)C(=O)N1c1ccc2ncccc2c1
(22) O=C1c2ccccc2C(=O)N1CSc1nnc(Nc2ccccc2)s1
(23) Cc1cccc2nc(C(=O)Nc3cc(Cl)ccc3-n3cncn3)cn12
(24) Cc1ccc(NC(=S)N(C)C)cc1C
(25) COc1ccccc1NS(=O)(=O)c1cc(C(=O)N2CC(C)CC(C)C2)ccc1C (centres undefined)
(26) CCOCCCn1cnc2c3cc(F)ccc3n(C)c2c1=O

assay / entry | 17 | 18 | 19 | 20 | 21 | 22 | 23 | 24 | 25 | 26
procasp3 activ | -6 | 4 | -17 | 2 | 1 | 2 | -1 | -4 | 0 | -8
LAP4-GFP MLPCN | 93 | 107 | 109 | 113 | 93 | 101 | 116 | 112 | 103 | 113
AHR act | 1 | 0 | 0 | 0 | -3 | 1 | 88* | -1 | -1 | -2
RPL19A-GFP yeast | 98 | 102 | 100 | 93 | 96 | 99 | 103 | 95 | 98 | 97
Yeast superoxide | 88 | 128 | 110 | 93 | 102 | 103 | 83 | 102 | 96 | 83
procasp7 counter | 3 | -2 | -25 | 6 | 6 | -2 | 1 | 0 | 15 | 5
MEP2-GFP yeast | 98 | 100 | 101 | 101 | 98 | 101 | 112 | 103 | 99 | 94
GASC-1 inh | -7 | · | 7 | 0 | · | 39 | 5 | -1 | -1 | -6

# Sorted by count of non-hydrogen atoms (smallest number first): part of the list above.
(24) Cc1ccc(NC(=S)N(C)C)cc1C
(14) CCCCOC(=O)CSc1nnc(N)s1
(3) Cc1ccc(CSc2nc3c(c(=O)[nH]2)CCC3)cc1
(13) O=S(=O)(Nc1cccc(-c2nnco2)c1)c1ccc(Cl)cc1
(1) Cc1cccc(OCC(=O)OC(C)C(=O)Nc2ccc(Cl)cn2)c1 (centres undefined)
(21) O=C1c2cccc3cccc(c23)C(=O)N1c1ccc2ncccc2c1
(6) CCc1ccc(C(=O)NNC(=O)Cn2c(=O)cnc3ccccc32)cc1
(11) CCOC(=O)C1CCN(C(=O)CN2C(=O)C(C(C)C)Oc3ccccc32)CC1 (centres undefined)
(2) O=C(COc1ncnc2sccc12)Nc1cccc(S(=O)(=O)N2CCOCC2)c1
(15) c1ccc(C(c2ccccc2)N2CCN(Cc3nc(-c4cnccn4)no3)CC2)cc1

assay / entry | 24 | 14 | 3 | 13 | 1 | 21 | 6 | 11 | 2 | 15
procasp3 activ | -4 | 3 | -2 | 3 | 4 | 1 | 2 | 2 | 5 | -3
LAP4-GFP MLPCN | 112 | 92 | 90 | 115 | 111 | 93 | 90 | 90 | 105 | 97
AHR act | -1 | 1 | 5 | -2 | 2 | -3 | 0 | -1 | -1 | 2
RPL19A-GFP yeast | 95 | 90 | 95 | 100 | 102 | 96 | 92 | 108 | 101 | 95
Yeast superoxide | 102 | 95 | 113 | 101 | 106 | 102 | 93 | 112 | 107 | 92
procasp7 counter | 0 | 0 | 8 | 5 | -3 | 6 | -1 | 0 | 3 | -1
MEP2-GFP yeast | 103 | 93 | 92 | 104 | 108 | 98 | 95 | 96 | 104 | 92
GASC-1 inh | -1 | 3 | -10 | 7 | 1 | · | 5 | -7 | 8 | 1

(12) Cc1ccc(C)c(S(=O)(=O)NCc2ccc(C(=O)N3CCN(c4ccccc4)CC3)cc2)c1
(5) COc1ccccc1N1CCN(C(=O)c2ccc3c(=O)n(Cc4ccco4)c(=S)[nH]c3c2)CC1

assay / entry | 12 | 5
procasp3 activ | -6 | 0
LAP4-GFP MLPCN | 94 | 96
AHR act | -2 | 1
RPL19A-GFP yeast | 89 | 100
Yeast superoxide | 100 | 109
procasp7 counter | -3 | -5
MEP2-GFP yeast | 101 | 98
GASC-1 inh | -21 | 2
